rCAG binder: binders of r(CAG) RNA repeats, primary screen, biochemical, fluorescence; inhibition, % at 3 µM; AID 651821, 2012; 1.3% of 370,000 active; r(CAG) RNA repeat, TO-PRO-1 dye displacement fluorescence;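 active means inhibition above the plate cutoff, the mean of all test compounds on that plate plus 3 SD, cut at about 35% in these data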;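 further: 0% = DMSO alone and 100% = 100 µM mitoxantrone as full dye displacement; higher means more dye released from RNA so lower well fluorescence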
ADAM10 inh: human ADAM10 inhibitors, primary screen, biochemical, QFRET, HTS; inhibition, % at 7 µM; 0.62% of 370,000 active; Disintegrin and metalloproteinase domain-containing protein 10 (Homo sapiens), O14672; recombinant ADAM10, EDANS/DABCYL FRET peptide cleavage, 3 h;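 active means inhibition above a per-campaign cutoff equal to the mean of compounds falling between control-based bounds plus 3 SD, cut at about 20% in these data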;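 further: 0% = DMSO wells while the 100% control is not disclosed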
sPLA2-III inh: human group III sPLA2 inhibitors, primary screen, biochemical, QFRET, BODIPY PC-A2 liposome substrate; Group 3 secretory phospholipase A2 (Homo sapiens), Q9NZ20; QFRET BODIPY PC-A2 liposome hydrolysis, fluorescence; inhibition, % at 12.2 µM; 0.56% of 370,000 active;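 active means inhibition above mean plus 3 SD of compounds lying within the high and low control bounds, cut at about 19% in these data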;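 further: 0% = median of test compound wells and 100% = no enzyme DMSO wells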
Target sequence (Q9NZ20 whole entry, looked up): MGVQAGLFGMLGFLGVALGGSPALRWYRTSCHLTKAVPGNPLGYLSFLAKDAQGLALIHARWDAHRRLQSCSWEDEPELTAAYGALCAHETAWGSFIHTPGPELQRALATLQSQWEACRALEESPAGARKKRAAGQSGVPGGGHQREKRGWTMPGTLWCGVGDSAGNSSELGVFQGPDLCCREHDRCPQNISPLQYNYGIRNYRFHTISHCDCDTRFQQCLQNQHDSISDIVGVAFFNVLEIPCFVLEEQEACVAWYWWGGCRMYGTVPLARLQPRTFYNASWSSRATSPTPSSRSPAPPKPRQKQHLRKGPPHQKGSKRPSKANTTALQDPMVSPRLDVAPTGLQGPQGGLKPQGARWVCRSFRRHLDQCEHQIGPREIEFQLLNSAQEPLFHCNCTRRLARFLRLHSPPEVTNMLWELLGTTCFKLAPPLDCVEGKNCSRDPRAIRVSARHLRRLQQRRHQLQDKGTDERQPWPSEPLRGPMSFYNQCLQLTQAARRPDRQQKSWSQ
NPR1 activator: GC-A stimulated cGMP production enhancers – HEK293 GC-A cells, cGMP TR-FRET, EC30 ANP, primary screen. Atrial natriuretic peptide receptor 1 (Homo sapiens), P16066. 0% at EC30 ANP, 100% saturating ANP. activation, % at 10 µM. 0.14% of 370,000 active; in the data active means activation above about 40%
KLK7 zymogen act: proKLK7 zymogen activators, primary screen, biochemical, fluorescence intensity; Kallikrein-7 (Homo sapiens), P49862; AID 652039, 2013; activation, % at 7 µM; purified proKLK7, EDANS-DABCYL substrate fluorescence; 100% is mature enzyme control, 0% vehicle; 0.9% of 370,000 active;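 active means activation above the mean of all tested compounds plus 3 SD, computed per campaign excluding outliers beyond control limits, cut at about 13% in these data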
GC-B act: human GC-B receptor activators, primary screen, HEK293 GC-B cells, cGMP TR-FRET, EC30 CNP. activation, % at 10 µM. 0% at EC30 CNP, 100% saturating CNP. Atrial natriuretic peptide receptor 2 (Homo sapiens), P20594. AID 1920062, 2024. 0.11% of 370,000 active;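 active means activation at 10 µM reaching about 35% in either raw or pattern-adjusted values, limit read from the data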
ASAP1 GAP inh: inhibitors of human ASAP1 ArfGAP activity, primary screen, biochemical, fluorescence polarization; inhibition, % at 16.5 µM; 0.19% of 360,000 active; AID 624377, 2012; ASAP1-stimulated ARF1 GTP hydrolysis, GDP FP detection; Arf-GAP with SH3 domain, ANK repeat and PH domain-containing protein 1 (Homo sapiens), …; in the data active means inhibition above about 25%;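 further: 0% = vehicle with enzyme and substrate and 100% = no enzyme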
Target sequence (Q9ULH1 325-724 limits assumed): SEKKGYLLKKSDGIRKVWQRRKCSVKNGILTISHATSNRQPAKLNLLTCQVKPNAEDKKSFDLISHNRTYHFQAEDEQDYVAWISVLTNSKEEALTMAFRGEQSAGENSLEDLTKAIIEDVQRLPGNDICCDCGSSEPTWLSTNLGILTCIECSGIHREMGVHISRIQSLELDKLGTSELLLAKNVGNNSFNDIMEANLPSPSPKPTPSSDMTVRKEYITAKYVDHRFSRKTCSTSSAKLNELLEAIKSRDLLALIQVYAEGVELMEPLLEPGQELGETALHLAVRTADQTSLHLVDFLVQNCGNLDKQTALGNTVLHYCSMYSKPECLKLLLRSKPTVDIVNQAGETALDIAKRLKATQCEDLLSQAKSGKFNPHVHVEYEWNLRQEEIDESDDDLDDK
FXN GAA850 act: FXN promoter activators, primary screen, cell-based, luciferase luminescence, HEK293 lucGAA850; activation, % at 6 µM; HEK293 lucGAA850 FXN promoter luciferase reporter, 24 h; percent of 10 µM SAHA response; 0.56% of 360,000 active; AID 540364, 2011;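 active means activation above the average of all compounds screened plus 3 SD, cutoff fixed separately per campaign, cut at about 7.5% in these data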;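 further: 0% = DMSO wells and 100% = 10 µM SAHA wells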
Tn6 DDE FP: inhibitors of Tn6 peptide binding to fibrin DD(E), primary screen, biochemical, fluorescence polarization, human fibrin, Tn6 probe; Fibrinogen beta chain (Homo sapiens), P02675; Fibrin DD(E) TRITC-Tn6 fluorescence polarization displacement; inhibition, % at 8.3 µM; 0.21% of 370,000 active;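 active means inhibition above a per-campaign cutoff: mean of compounds within control limits plus 3 SD, cut at about 15% in these data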;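 further: 0% = median of all compound wells on the plate and 100% = blocking peptide control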
ARFGAP1 inh: inhibitors of rat ARFGAP1 GAP activity, primary screen, biochemical, fluorescence polarization, GDP tracer. ADP-ribosylation factor GTPase-activating protein 1 (Rattus norvegicus), Q62848. Arfgap1-stimulated ARF1 GTP hydrolysis, GDP FP detection. inhibition, % at 16.5 µM. 0.26% of 360,000 active. AID 651572, 2012;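 active means inhibition above a per-plate limit, mean inhibition of low control wells plus 3 SD, cut at about 25% in these data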;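 further: 0% = DMSO wells with enzyme and 100% = wells lacking Arfgap1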
Target sequence (Q62848 1-136 limits assumed): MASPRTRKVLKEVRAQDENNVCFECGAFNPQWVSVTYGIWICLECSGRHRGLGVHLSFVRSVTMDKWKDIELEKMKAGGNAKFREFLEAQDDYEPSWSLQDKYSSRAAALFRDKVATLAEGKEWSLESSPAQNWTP
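Material – truncated rat Arfgap1 GAP domain · Buffer or medium – HEPES-based buffer, pH 7.5 · Reagent – human ARF1(Δ1-17)-GTP substrate · Dosing – 16.5 µM single point, 1.26% DMSO · Schedule – GTP hydrolysis reaction 2 h at 25 °C · Technique – GDP detection by fluorescence polarization · Benchmarks – No-Arfgap1 wells (100%) versus DMSO full-reaction wells (0%) · Repeats – single replicate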
An asterisk follows results filed as active; x = not tested or not shown. This is a random part of the collection; 4.5% or so of the library scored in one or more.

SMILES	rCAG binder	ADAM10 inh	sPLA2-III inh	NPR1 activator	KLK7 zymogen act	GC-B act	ASAP1 GAP inh	FXN GAA850 act	Tn6 DDE FP	ARFGAP1 inh
COc1ccc(C(C(=O)NCc2ccccc2)N(Cc2ccc3c(c2)OCO3)C(=O)c2cnccn2)cc1 (configuration not stated)	-5	-6	-1	-2	0.1	0	2	-3.6	-3	0
COc1cccc(Nc2nc(C(N)c3ccccc3Cl)cs2)n1 (configuration not stated)	9	-3	7	-5	-0.4	-3	5	-0.9	1	11
CC(C)(C)C(=O)Nc1ccc(C(=O)Nc2cccnc2)cc1	-5	-10	1	-1	-0.7	-9	-1	2.2	2	0
Cc1cc(C)nc(NC(=O)/C=C/c2ccc(Cl)cc2Cl)c1	6	8	-2	-4	0.1	-27	1	2.0	5	9
COc1cccc(CN(CC(=O)NC2CCCCC2)C(=O)c2csnn2)c1	-2	-11	5	4	-1.1	6	13	5.2	-1	8
O=C(NCCO)C(=O)Nc1cc2c3c(c1)CCN3C(=O)CC2	5	3	3	-2	-0.1	2	11	0.8	-2	-4
CC(C)(C)c1ccc(OCC(=O)O/N=C(\N)c2ccncc2)cc1	-7	4	0	-2	-0.2	-2	-10	2.2	1	2
N/C(=N/O)c1ccccc1N1CCC(Cc2ccccc2)CC1	2	18	-13	-3	-0.3	0	16	-0.4	-3	-10
O=[N+]([O-])c1c(NCCCO)cc(Sc2ccc(Cl)cc2)c2nonc12	1	-10	15	13	-1.2	-4	-3	-0.2	-6	5
CC1(C)Cc2cccc(OCC(=O)N3CCN(S(=O)(=O)c4ccccc4F)CC3)c2O1	-8	3	-3	-12	0.1	-9	-9	2.1	3	2
CCC(CC)=NNc1cccc([N+](=O)[O-])c1	6	-5	6	1	0.0	1	2	0.3	1	4
CCOC(=O)c1[nH]cnc1C(=O)Nc1cccc(Cl)c1	-3	1	-1	0	-0.2	1	5	0.9	4	-6
O=C(Nc1ccc(C(=O)O)cc1)/C(=C\C=C\c1ccccc1)NC(=O)c1ccccc1Cl	37*	-10	-7	-2	0.0	1	-7	6.0	2	-12
CC(C)OC(=O)COc1ccc(-c2ccccc2)cc1	-6	8	-2	9	-0.5	-3	1	1.2	0	-5
Cc1cc(C)c(S(=O)(=O)NC2CC2)c(C)c1	-5	5	7	-7	-0.8	0	-12	-1.1	3	0
O=C(c1ccco1)N1CCN(Cc2cc(=O)c(OCc3ccccc3F)co2)CC1	-3	2	0	3	-0.3	-2	-5	-1.0	-4	8
COc1ccc(C)cc1/C=C/C(=O)N1CCN(S(=O)(=O)c2cccs2)CC1	3	-286	-10	-7	-6.7	1	0	0.5	0	0
CCOc1ccc(C)cc1S(=O)(=O)Nc1cccnc1	0	8	-5	-5	-1.1	0	4	1.6	-2	6
CCCC(C(=O)O)N1C(=O)/C(=C2\C(=O)N(C)c3ccccc32)SC1=S (configuration not stated)	56*	-8	12	-3	1.2	-5	-2	2.6	-2	-1
CC1(C)CC(N(Cc2ccco2)C(=O)Cc2ccccc2)CCO1 (configuration not stated)	-2	6	-5	-1	-0.2	-3	9	0.5	3	-8
O=[N+]([O-])c1ccc2c(c1)C(=NO)c1cc(Cl)c(Cl)cc1-2	10	-3	-7	-2	-0.3	-8	10	2.4	-1	7
CN(CC(=O)NC1CCCCC1)S(=O)(=O)c1ccc2c(c1)c(=O)n(C)c(=O)n2C	0	6	8	-3	0.1	-2	-6	-0.8	2	7
C=CCc1ccccc1OCC(O)CN1CCN(CCO)CC1 (configuration not stated)	-3	-4	-2	3	0.0	13	-2	0.2	3	5
CCOC(=O)C1=C(C)N(C[C@@H]2CC[C@@H](Cc3ccc(-c4ccccc4)cc3)O2)C(=O)NC1c1ccc([N+](=O)[O-])cc1 (some centres not stated)	7	5	10	-2	-0.1	5	-2	2.1	-8	7
CN(C)c1ccc(C(=S)N2CCN(c3ccccc3)CC2)cc1	3	-1	10	2	-0.7	-6	5	-5.6	5	1
COc1ccccc1-n1cc(CN2CCN(CC=C(C)C)C(CCO)C2)cn1 (configuration not stated)	-7	-2	0	3	0.1	1	11	0.2	6	-3
Cc1nc2c(-c3ccc(F)cc3)c(C)nn2c(C)c1CCC(=O)N1CCC(Cc2ccccc2)CC1	1	-7	-3	-18	-0.3	-15	12	3.3	-3	-3
COc1cccc(N2C(=O)C3CC=C(Cl)CC3C2=O)c1 (configuration not stated)	1	-8	-2	4	-0.5	5	4	-4.5	6	-2
CCCCCCCCN1CCS(=O)(=O)N(Cc2ccc(C)cc2)C(C(=O)OC)C1 (configuration not stated)	0	1	-3	0	0.4	-3	x	x	1	x
O=C(COC(=O)c1ccc[n+]([O-])c1)Nc1ccccc1OC(F)F	0	2	-2	0	-0.4	0	0	-1.8	-1	7

2 successive compounds already listed, for reference:
SMILES	rCAG binder	ADAM10 inh	sPLA2-III inh	NPR1 activator	KLK7 zymogen act	GC-B act	ASAP1 GAP inh	FXN GAA850 act	Tn6 DDE FP	ARFGAP1 inh
O=C(c1ccco1)N1CCN(Cc2cc(=O)c(OCc3ccccc3F)co2)CC1	-3	2	0	3	-0.3	-2	-5	-1.0	-4	8
COc1ccc(C)cc1/C=C/C(=O)N1CCN(S(=O)(=O)c2cccs2)CC1	3	-286	-10	-7	-6.7	1	0	0.5	0	0

(further entries)
SMILES	rCAG binder	ADAM10 inh	sPLA2-III inh	NPR1 activator	KLK7 zymogen act	GC-B act	ASAP1 GAP inh	FXN GAA850 act	Tn6 DDE FP	ARFGAP1 inh
CCc1ccc(N(C(=O)Cn2nnc(-c3ccccc3)n2)C(C(=O)NC2CCCCC2)c2ccccn2)cc1 (configuration not stated)	0	-1	-7	2	0.0	3	1	2.3	-11	8
CC1CN(CC(=O)Nc2nc(-c3ccc(Cl)cc3)cs2)CC(C)O1 (configuration not stated)	0	6	-10	23	50*	-2	19	-1.0	-8	0
CCOC(=O)CN1C(=O)N[C@@H](c2cccc(F)c2)C(C(C)=O)=C1C	-5	1	1	-6	0.1	-2	10	0.5	2	-6
O=C(NCCS(=O)(=O)c1ccc(Br)cc1)c1ccccc1Cl	-1	-6	0	2	-0.6	5	7	1.9	7	0
CN(Cc1cccnc1)Cc1cn[nH]c1-c1ccc(-c2ccccc2)cc1	-1	8	-14	-1	0.1	-6	-12	2.5	-2	4
O=C(N/N=C/c1cccn1-c1ccc([N+](=O)[O-])cc1)C(O)c1ccccc1 (configuration not stated)	3	2	-14	1	-0.4	2	-2	-1.8	5	1
S=C(NCCc1ccccc1)Nc1ccc(Cl)cc1Cl	4	5	-3	0	-0.5	0	1	0.0	-5	0
COc1ccc2nc(C)c(C(=O)NN)cc2c1	1	-35	6	6	-1.3	7	9	1.5	-2	0
O=C(COc1ccc(Cl)cc1Cl)NN1C(=O)C2C3C=CC(C3)C2C1=O (configuration not stated)	-3	1	8	5	-0.7	2	-7	0.0	-3	-13
CCOc1cc(N2CCOCC2)c(OCC)cc1NC(=O)CSc1n[nH]c(N)n1	-2	3	13	-5	0.8	-10	5	1.9	2	1
CC1CCC(NC(=O)C2c3ccccc3C(=O)N2Cc2cccs2)CC1 (configuration not stated)	1	9	5	-10	0.6	-5	1	2.6	-1	-3
O=C(c1ccc(Cl)nc1)N1CCN(S(=O)(=O)c2ccc3c(c2)OCCO3)CC1	4	-8	-2	-4	-0.1	-3	-10	-0.1	5	12
CCCc1nnc(NC(=O)CCC(=O)N2CCN(CCn3c(C)ccc3C)CC2)s1	1	-13	7	3	0.0	1	0	1.6	-5	2
Cc1ccc(NC(=O)CNc2ccc(Cl)cc2F)cc1	0	-5	8	4	-0.1	0	-4	-0.6	2	-4
CCc1ccc(S(=O)(=O)NCCOc2cccc3cccnc23)cc1	-3	-4	-9	-6	-0.2	-5	-9	0.5	0	4
O=C(NCCCn1ccnc1)C1CC2CCC1C2 (configuration not stated)	1	-1	7	3	-0.2	6	15	0.3	0	9
O=C(CSc1nccn1Cc1ccco1)Nc1ccccc1	1	2	0	-2	-0.2	4	-5	2.0	-1	-10
O=C(c1ccc(CS(=O)Cc2ccc(Cl)cc2)o1)N1CCN(c2ccccn2)CC1 (configuration not stated)	-5	-5	-6	-3	-0.9	2	8	-1.6	-12	-3
Cc1ccc(S(=O)(=O)N/N=C\c2cccnc2)cc1	0	3	-3	1	0.2	4	8	-0.1	4	-5
O=C(c1cccc(C(F)(F)F)c1)C1CCCN(C(=O)CCn2cnnn2)C1 (configuration not stated)	-6	-4	-1	3	-0.2	-1	-1	0.3	2	-1
O=C(CN1C(=O)C2C3c4ccccc4C(c4ccccc43)C2C1=O)Nc1ccccc1C(=O)O (configuration not stated)	15	-13	-1	-5	0.1	0	1	0.2	-5	-4
Cc1ccc(/C=N/N2CCN(Cc3ccc(Cl)cc3)CC2)o1	-5	-6	-8	-1	-0.4	2	7	0.7	1	-4
C/C(O)=C\c1nc2ccccc2oc1=O	3	-6	-2	1	2.9	-4	9	3.7	-1	15
CC(C)c1ccc(/C=N/NC(=O)c2nnn(-c3nonc3N)c2CSC2=NCCS2)cc1	9	17	-4	-4	-0.8	0	17	-0.5	1	0
COc1c(Cl)cc(C(=O)Nc2ccc(Cl)cn2)cc1Cl	1	0	-4	-4	-0.3	-9	5	3.8	5	1
COc1cccc(C(=O)Nc2cc(C)nn2-c2ccccc2)c1OC	-3	-2	1	4	-0.2	4	-15	0.2	-6	8
Cc1ccc2c(c1)[C@H]1[C@H](CO2)[C@H](c2ccccc2)[C@]2(C)C(=O)N(C)CC(=O)N12	2	-24	10	-4	0.5	-5	0	0.7	2	6
CC1CCCCN1CC(=O)Nc1sccc1C#N (configuration not stated)	17	4	-1	3	-0.1	3	3	1.6	6	0
FC(F)(F)c1cc(CCN2CCNC[C@@H]2CC2CCCCC2)cc(C(F)(F)F)c1	4	-1	18	-8	0.0	-11	9	0.2	0	14
CS(=O)(=O)N1CCN(C(=O)c2cc(-c3ccccc3)nc3ccccc23)CC1	6	6	-3	-1	-0.5	-1	8	-0.1	-1	-2
Cc1nc2sc(C(c3cccs3)N3CCN(c4ccccc4)CC3)c(O)n2n1 (configuration not stated)	3	-16	9	-5	-0.1	5	-10	-0.1	-4	-1
Cc1cc(C)c2nc(N(CCN(C)C)C(=O)/C=C/c3cccs3)sc2c1	2	-9	-3	0	-5.8	-2	4	0.8	6	3

Assay outcomes from PubChem BioAssay.
